MC4R antagonist – blocks human MC4R cAMP signaling. AID 540295. P32245. MC4R-expressing cells, MTII-stimulated cAMP, LANCE TR-FRET. actives 0.48% (n = 360,000). inhibition, % at 6.5 µM;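 active = inhibition above its plate's cutoff, the mean of tested wells on that plate plus 3 SD, cut at about 29% in these data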;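 also: 0% = Melanotan II alone and 100% = Melanotan II plus saturating MCL0020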
Target sequence (P32245 whole entry, looked up): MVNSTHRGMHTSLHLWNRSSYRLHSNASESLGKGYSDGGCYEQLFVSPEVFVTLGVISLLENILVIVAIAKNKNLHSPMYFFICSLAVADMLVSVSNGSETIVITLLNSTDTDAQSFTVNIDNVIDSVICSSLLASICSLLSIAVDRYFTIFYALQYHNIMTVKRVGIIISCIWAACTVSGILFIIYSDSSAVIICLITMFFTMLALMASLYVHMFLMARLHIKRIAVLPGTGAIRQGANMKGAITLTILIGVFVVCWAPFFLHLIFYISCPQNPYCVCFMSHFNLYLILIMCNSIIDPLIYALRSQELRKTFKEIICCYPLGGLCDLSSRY
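Material: U2OS-MC4R stable cell line | Reagent: Melanotan II challenge after compound preincubation | Doses: One concentration, 6.5 µM nominal | Incubation: 30-min compound preincubation, 1-h Melanotan II challenge, 1-h detection, room temperature | Signal: TR-FRET cAMP assay | Replicates: One well per compound, no replicates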
aDG glyco up – increases alpha dystroglycan glycosylation; actives 0.22% (n = 360,000); activation, % at 10 µM; Pro5-aDG cells, alpha-DG glycosylation AlphaScreen (IIH6); 0% Pro5, 100% B10-LARGE cell signal;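 active = activation of at least 8% versus controls, or a plate z-score of at least 8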;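 also: Pro5 are CHO cells carrying HIG-tagged alpha-DG that lacks glycosylation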
MC4R ag barr – human MC4R agonism via beta-arrestin; AID 540308; actives 0.98% (n = 360,000); activation, % at 8.9 µM; U2OS MC4R beta-arrestin complementation, luminescence; percent of melanotan II response, DMSO zero;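 active = activation above a per-plate cutoff, the mean activation of sample wells on that plate plus 3 SD, cut at about 8% in these data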
Glyco luc inh – N-linked glycosylation inhibition. actives 0.23% (n = 360,000). reporter increase, % at 12.5 µM. AID 588692. D54 ERlucT glycosylation luciferase reporter, 24 h; percent of 100 nM tunicamycin response;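 active = mean luciferase reporter signal, scaled so untreated is 0 and the glycosylation-blocking control 100, at or above a set limit in every replicate; inconclusive = mean reaches the limit but not every replicate does; inactive = mean below the limit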;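 also: luciferase carries N-glycosylation sites so blocking glycosylation raises the light; 0% = median of neutral control wells and 100% = median of 100 nM tunicamycin wells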
ABCB6 inh 2 – inhibitors of human ABC transporter ABCB6; AID 602162; K562-ABCB6 porphyrin accumulation, flow cytometry, 1 h; hits give low values; actives 0.19% (n = 360,000); fluorescence ratio to DMSO, % at 10 µM;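 active = fluorescence ratio to DMSO below 75%, the collection mean minus 3 SD; inconclusive = too few cells collected in the well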;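 also: signal is porphyrin accumulated inside mitochondria; 100% equals median channel fluorescence of DMSO control wells; lower ratio means ABCB6 inhibition with less porphyrin fluorescence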
ABHD5-PLIN5 inh – inhibitors of human ABHD5-perilipin-5 interaction | inhibition, % at 4 µM | actives 0.78% (n = 360,000) | Split G. princeps luciferase complementation, luminescence, 4 h;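 active = inhibition above the mean inhibition across every tested compound plus 3 SD, cut at about 22% in these data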;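 also: 0% = DMSO only wells and the 100% control is not disclosed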
TLR9-MyD88 block – inhibitors of human TLR9-MyD88 binding; CHO BLA complementation TLR9-MyD88, CCF4 FRET ratio; inhibition, % at 4.98 µM; actives 0.21% (n = 340,000);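 active = inhibition above the mean over all tested compounds plus 3 SD, cut at about 21% in these data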;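 also: 0% = DMSO only wells and 100% = clavulanate BLA inhibitor control wells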
Granule exo inh – lytic granule exocytosis inhibition. TALL-104 LAMP-1 surface exposure, flow cytometry; cells stimulated with thapsigargin and PMA. inhibition, % at 10 µM. actives 0.66% (n = 360,000). AID 651702;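 active = inhibition above about 55%, limit read from the data; inconclusive = no clear call, values can overlap the other calls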
Vif imaging – HIV Vif inhibition; HEK293T cells, Vif self-association by quenched fluorescence, imaging, 24 h; inhibition, % at 7.49 µM; actives 0.35% (n = 340,000); AID 602346; in the data active = inhibition above about 50%, passing the limit was not always enough; inconclusive = no clear call, values can overlap the other calls; inactive = below about 31%; also: some results filed as inactive read as strong as hits
NOD2 RIPK2 PPI – NOD2-RIPK2 protein interaction inhibition. CHO BLA complementation NOD2-RIPK2, CCF4 ratio. inhibition, % at 4.98 µM. actives 0.38% (n = 360,000). AID 624267; in the data active = inhibition above about 21%;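 also: 0% = vehicle only and 100% = reference blocker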
Target sequence (O43353 whole entry, looked up): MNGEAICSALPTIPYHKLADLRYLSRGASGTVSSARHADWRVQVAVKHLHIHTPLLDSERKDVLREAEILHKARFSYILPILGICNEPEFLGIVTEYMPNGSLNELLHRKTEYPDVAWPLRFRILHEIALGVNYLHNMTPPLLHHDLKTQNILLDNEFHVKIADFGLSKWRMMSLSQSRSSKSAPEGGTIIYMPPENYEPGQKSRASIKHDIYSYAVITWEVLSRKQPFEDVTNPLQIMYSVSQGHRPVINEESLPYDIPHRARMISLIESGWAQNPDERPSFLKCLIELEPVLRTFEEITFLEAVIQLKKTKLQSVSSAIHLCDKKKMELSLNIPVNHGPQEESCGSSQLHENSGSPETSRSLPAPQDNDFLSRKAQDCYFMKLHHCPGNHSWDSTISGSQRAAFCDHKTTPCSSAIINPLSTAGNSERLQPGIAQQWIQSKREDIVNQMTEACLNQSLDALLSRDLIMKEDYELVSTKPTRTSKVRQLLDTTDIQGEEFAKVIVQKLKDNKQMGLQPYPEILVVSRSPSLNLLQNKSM
Active calls of the source: *; ? = inconclusive; nt = no result given. The list is partial, so the mix of outcomes need not match the whole.

SMILES	MC4R antagonist	aDG glyco up	MC4R ag barr	Glyco luc inh	ABCB6 inh 2	ABHD5-PLIN5 inh	TLR9-MyD88 block	Granule exo inh	Vif imaging	NOD2 RIPK2 PPI
O=C(CNc1ccc(Oc2ccccc2)cc1)N1CCOCC1	1	0.1	-0.5	-1	91	18	6	2	0	6
CC(=O)C(C)n1cnc2scc(-c3ccc(C)cc3)c2c1=O (configuration not stated)	9	0.2	-1.6	-1	99	-2	4	-18	6	-9
COc1cccc(-c2cc(C(=O)NCC3CCCO3)c3cc(Br)cc(C)c3n2)c1 (configuration not stated)	11	0.0	-1.5	6	94	0	5	0	1	-12
COc1ccc(-c2coc3c(C(=O)NCc4cccc(Cl)c4)cccc23)c(C)c1	17	1.9	-2.0	-8	93	-9	nt	-6	-4	-4
c1ccc2c(CCN3CCNC[C@H]3Cc3cccc4ccccc34)cccc2c1	-5	0.5	1.4	0	105	14	-7	-2	-4	-8
Cn1c(CSc2nc3ccccc3n2C)nc2ccccc21	7	0.6	-2.2	-2	94	3	0	0	-6	2
CS(=O)(=O)c1ccc(C(=O)NC(Cc2ccccc2)c2ccccc2)cc1 (configuration not stated)	0	0.0	-1.0	0	97	-2	-11	-11	10	-1
O=C(NCc1cccc(C(F)(F)F)c1)c1c[nH]c(=O)s1	0	0.5	-1.3	-3	98	11	nt	-3	-1	5
CCOC(=O)c1cc(C#N)c(SCc2cccc3ccccc23)nc1C	4	0.0	-0.9	-5	102	-2	-8	-1	0	-1
Cc1cccc(N2CCN(C(=O)c3cccc(N4C(=O)C5C6C=CC(C6)C5C4=O)c3)CC2)c1C (configuration not stated)	14	4.2	1.6	3	106	-4	-9	-1	10	-1
CCOCCc1nnc(NC(=O)c2cc(OC)c(OC)c(OC)c2)s1	4	-0.1	-1.9	2	99	-8	-8	3	nt	-10
O=C1OCC2=C1C(c1ccc(F)cc1)c1cc3c(cc1N2)OCO3 (configuration not stated)	-5	0.1	-1.1	15	98	-2	-4	5	33	11
COc1ccc(N2CC(C(=O)N[C@@H](C)C(=O)NCc3ccccc3OC)CC2=O)cc1 (some centres not stated)	2	-0.1	-2.5	1	107	2	2	1	-5	-7
CC(=O)Nc1ccc(S(=O)(=O)NCCSCc2cccc(Cl)c2)cc1	14	0.5	-1.7	1	97	-4	-3	3	-1	-7
Cc1[nH]n(-c2ccccc2)c(=O)c1C=Nc1ccc(S(=O)(=O)Nc2nccs2)cc1	1	-0.1	2.8	1	102	-12	-2	-2	1	-12
COCC(=O)NC1CCN(S(=O)(=O)c2cccc(C(C)=O)c2)CC1	18	0.5	-0.2	0	91	4	-9	-1	-1	3
O=C(CNCc1ccccc1)NC1C2CC3CC(C2)CC1C3 (configuration not stated)	-1	0.2	-0.4	2	100	-12	-10	1	0	1
CCOC(=O)N1CCN(C(=O)C(CC)c2ccccc2)CC1 (configuration not stated)	-4	-0.1	-0.6	0	97	1	-7	0	-4	-5
CCN(CC)CCNc1nc(C(F)(F)F)nc2c1nnn2Cc1ccccc1	-1	0.8	1.1	-1	97	-6	2	17	27	8
O=C(COc1ccccc1O)Nc1ccc(Cl)cc1	14	-0.1	6.3	0	94	1	-9	2	0	-9
CSC1=NCCN1C(=O)C12CC3CC(CC(C3)C1)C2	22	-0.1	2.4	-2	103	-7	0	0	3	1
O=C1[C@H](O)[C@@H](O)C(=O)N1Cc1ccccc1	2	0.2	0.1	2	98	-1	9	-3	-1	1
O=C(Oc1ccc(Cl)c2cccnc12)c1cccc([N+](=O)[O-])c1	23	0.0	-2.3	5	91	-3	1	-2	4	-5
O=C(N/N=C/c1ccc(Cl)cc1)c1sccc1OCc1ccc(F)cc1	-28	-0.3	-3.1	33*	95	3	7	7	16	4
COc1ccc(/C=C2\SC(=Nc3ccccc3OC)NC2=O)cc1	17	-0.1	3.7	12	102	3	-7	9	4	1
Cc1ccc(S(=O)(=O)NCC(=O)OCC(=O)c2c(N)n(C)c(=O)n(C)c2=O)cc1	21	0.1	0.0	0	103	2	-4	-2	3	-2
CCSc1nnc(NC(=O)c2ccc(S(=O)(=O)N(C)C)cc2)s1	5	-1.2	-4.5	0	99	-1	-3	2	-7	-2
CCN1CCN(C(=O)CN(c2ccc(F)c(Cl)c2)S(C)(=O)=O)CC1	4	0.6	1.4	1	92	-6	4	-7	4	-6
O=C(CCN1C(=O)c2ccccc2S1(=O)=O)Nc1cc(Cl)ccc1Cl	-2	0.0	-4.1	3	99	-2	-8	3	-5	-6
CC(OC(=O)c1ccc(NC(=O)CC#N)cc1)C(=O)NCCC1=CCCCC1 (configuration not stated)	0	0.1	0.4	1	102	-6	2	-4	15	-5
Cc1ccc(NC(=O)c2cccc(S(=O)(=O)N(C)c3ccccc3)c2)cc1S(=O)(=O)N1CCOCC1	3	1.1	-2.2	-6	91	1	11	-3	nt	2
C=CCSc1nc2ccccc2n2cnnc12	0	-0.1	-2.2	-1	99	6	-6	-5	1	0
CC1CN(Cc2nc3c(c(=O)n(C)c(=O)n3C)n2CCCc2ccccc2)CC(C)O1 (configuration not stated)	13	-0.3	1.8	-2	97	-1	-2	-4	17	-4
COc1ccc2c3c([nH]c2c1)C1(NCC3)C(=O)Nc2ccccc21 (configuration not stated)	11	0.5	-0.9	-1	95	2	-6	-1	2	0
CC1(C)CC(=O)C2=C(C1)N(c1ccccc1)C(=O)CC2c1ccsc1 (configuration not stated)	6	0.3	-0.9	-1	102	-9	10	2	7	0
CN(C(=O)CC1C(=O)NCCN1Cc1cccc(C(F)(F)F)c1)C1CCOCC1 (configuration not stated)	10	-0.1	-1.6	3	102	-1	-14	0	-2	-8
CC(OC(=O)C1CCN(c2ccc(C(F)(F)F)cn2)CC1)C(=O)Nc1ccc(S(N)(=O)=O)cc1 (configuration not stated)	5	0.5	-0.7	2	95	4	-12	12	17	-6
COc1ccc(CNC(=O)Cc2c(C(=O)O)[nH]c3ccccc23)c(OC)c1	8	0.1	0.5	0	136	2	-8	10	-22	3
Cc1cc(OCC(=O)NC2CC(C)(C)NC(C)(C)C2)c2c(C)cc(=O)oc2c1	6	-0.2	0.4	5	76	1	-4	-4	-6	-5
CCCOc1cc(C)c(S(=O)(=O)n2ccc(C)n2)cc1C	13	-0.1	-0.9	3	86	-6	6	5	-14	-8
CCCCOCCCNC(=O)C[C@@H]1C[C@@]2(C(=O)OC)CCCCC=C2N(Cc2cccc3ccccc23)C1=O	nt	-0.1	nt	nt	91	-4	nt	0	nt	11
COC(=O)c1cc(-c2ccccc2)on1	9	0.1	-1.7	1	93	-6	9	0	-2	-11
CN(C)CCCNC(=O)C(=O)Nc1ccc2c(c1)N(S(=O)(=O)c1cccs1)CCC2	7	0.2	0.1	-8	102	7	-2	9	-5	-10
CCOc1ccccc1N1CCN(C(=O)/C=C/c2cccc([N+](=O)[O-])c2)CC1	8	0.5	1.0	1	94	8	-4	0	-6	-1
O=C(c1ccncc1)N1CCN(C(=O)c2ccncc2)CC1	1	0.1	1.7	-1	100	-4	5	-2	-2	-4
COc1ccc(/C=N/NC(=O)CCn2c3ccccc3c3ccccc32)cc1O	-9	0.2	0.2	?	93	6	-2	-2	nt	10
CN(C)c1cc(Cl)c2nonc2c1N	10	0.3	1.0	7	105	-21	-4	13	6	-15
C=CCc1ccccc1Oc1cc(F)nc(N)n1	1	0.0	-0.3	-1	99	-8	-6	3	12	2
COc1ccccc1OCCC(=O)OCC(=O)Nc1cccc(Br)c1	4	0.0	-0.4	-1	94	-9	9	6	nt	-1
CCCCC(=O)O[C@H]1CC[C@H]2[C@@H]3CCc4cc(O)ccc4[C@H]3CC[C@]12C	3	-0.2	3.1	1	88	-7	-3	-8	-9	5
Cc1ccccc1CN1CCCC(C(=O)Nc2ccccc2Oc2cccnc2)C1 (configuration not stated)	1	-0.3	-0.1	-5	102	1	-1	16	-4	-4
O=C(CCC(=O)Nc1cccc2ccccc12)N/N=C/c1ccco1	11	0.2	-0.1	1	99	-6	-4	-3	-12	-9
Nc1c(NCc2ccccc2)c(=O)c1=O	-1	0.1	-0.6	4	101	0	nt	-3	nt	6
COc1ccc(CCNC(=O)CN2C(=O)CCSc3ccccc32)c(OC)c1	-1	0.0	-1.3	0	97	0	2	7	-5	13
COc1ccc(C(=O)NCCONC(=O)c2ccc(OC)cc2)cc1	0	0.3	-2.5	0	93	-5	2	-9	-4	2
Cc1nc2nc(CSc3ccc(Cl)cc3)cc(=O)n2[nH]1	8	1.8	0.1	2	101	-1	2	-3	6	-3
CN1C(=O)SC(Nc2cccc3ccccc23)C1=O (configuration not stated)	1	0.1	-2.1	2	118	-8	-5	0	12	-1
Cc1ccc(C(=O)CSc2ccc(-c3cccnc3)nn2)cc1	4	0.2	-2.0	-3	97	0	5	-5	-3	-3
O=C(CCNC(=O)c1ccco1)NCc1ccccc1	-5	0.2	2.5	1	115	0	-12	12	-12	-8
CC[C@]1(c2ccccc2)C(=O)N(C(=O)OC)N1C(=O)OC	-9	-0.1	2.0	-3	96	-2	6	-14	1	0

In a second layout: three of the compounds above.
smiles,MC4R antagonist,aDG glyco up,MC4R ag barr,Glyco luc inh,ABCB6 inh 2,ABHD5-PLIN5 inh,TLR9-MyD88 block,Granule exo inh,Vif imaging,NOD2 RIPK2 PPI
COc1ccccc1OCCC(=O)OCC(=O)Nc1cccc(Br)c1,4,0.0,-0.4,-1,94,-9,9,6,nt,-1
CCCCC(=O)O[C@H]1CC[C@H]2[C@@H]3CCc4cc(O)ccc4[C@H]3CC[C@]12C,3,-0.2,3.1,1,88,-7,-3,-8,-9,5
Cc1ccccc1CN1CCCC(C(=O)Nc2ccccc2Oc2cccnc2)C1 (configuration not stated),1,-0.3,-0.1,-5,102,1,-1,16,-4,-4

Next structures
SMILES	MC4R antagonist	aDG glyco up	MC4R ag barr	Glyco luc inh	ABCB6 inh 2	ABHD5-PLIN5 inh	TLR9-MyD88 block	Granule exo inh	Vif imaging	NOD2 RIPK2 PPI
O=C(c1ccc(Br)cc1)N1CCN(S(=O)(=O)c2ccccc2)CC1	7	-0.3	-1.1	-2	94	1	-1	7	19	-13
CCOC(=O)C1CCN(C(=O)/C=C/c2ccc(OC)cc2)CC1	12	0.0	0.4	-5	91	6	1	0	5	-1
Cn1cc(C(=O)NCCO)c(=O)c2ccccc21	0	-0.1	-0.9	1	95	2	10	-1	-2	-5
Cc1ccc(-c2cc(C(=O)N/N=C/c3ccccc3O)n[nH]2)o1	-6	0.1	0.1	-3	125	11	1	44	-6	-2
C=CCNC(=O)C1CCN(S(=O)(=O)CC)CC1	-2	-0.1	0.5	0	97	-6	1	2	-3	-1
COc1ccc(-c2nn(-c3ccccc3)cc2C(=O)NCC2CCCO2)cc1 (configuration not stated)	-5	0.1	-1.6	1	97	0	7	-1	8	-10
CC(C)CCOc1cccc(OCC(=O)NC2CCS(=O)(=O)C2)c1 (configuration not stated)	5	0.7	-1.2	-1	95	-2	-10	0	-20	-9
O=c1[nH]c(=S)[nH]c2scc(-c3ccc(Br)cc3)c12	12	0.1	-3.5	0	97	-8	-3	-3	-5	2

Bioassay records (PubChem BioAssay)
